# Source: PubChem (The Scripps Research Institute Molecular Screening Center)
# M4 PAM – potentiates acetylcholine response at human M4 receptor; 360,000 compounds, 0.4% hits; CHO-K1 hM4/Gqi5, Fluo-8 calcium fluorescence, ACh EC20; 0% = ACh EC20, 100% = maximal ACh; activation, % at 3 µM; P08173; AID 624126;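 active = activation above its plate's cutoff, the mean activation of sample wells plus 3 SD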; also: some results filed as inactive read as strong as hits
# Target sequence (P08173 whole entry, looked up): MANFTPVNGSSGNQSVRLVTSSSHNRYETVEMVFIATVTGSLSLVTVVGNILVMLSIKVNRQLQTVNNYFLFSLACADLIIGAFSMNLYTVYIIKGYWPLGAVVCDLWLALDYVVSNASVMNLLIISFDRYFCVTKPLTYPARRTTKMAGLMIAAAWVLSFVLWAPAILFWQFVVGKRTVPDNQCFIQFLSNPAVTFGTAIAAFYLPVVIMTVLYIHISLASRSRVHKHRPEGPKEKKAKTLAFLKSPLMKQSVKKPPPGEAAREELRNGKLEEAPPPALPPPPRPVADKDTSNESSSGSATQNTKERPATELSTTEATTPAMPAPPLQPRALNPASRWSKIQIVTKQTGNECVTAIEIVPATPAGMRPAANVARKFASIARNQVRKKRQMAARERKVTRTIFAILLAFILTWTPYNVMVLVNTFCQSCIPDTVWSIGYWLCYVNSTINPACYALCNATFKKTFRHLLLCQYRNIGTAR
# M5 PAM – potentiates acetylcholine response at human M5 receptor; CHO-K1 hM5, Fluo-8 calcium, ACh EC20 PAM; 0% = ACh EC20, 100% = ACh EC100; 360,000 compounds, 0.3% hits; AID 624038; activation, % at 3 µM;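 active = activation above the run cutoff, the mean activation of all test compounds plus 3 SD, cut at about 18% in these data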
# Target sequence (P08912 whole entry, looked up): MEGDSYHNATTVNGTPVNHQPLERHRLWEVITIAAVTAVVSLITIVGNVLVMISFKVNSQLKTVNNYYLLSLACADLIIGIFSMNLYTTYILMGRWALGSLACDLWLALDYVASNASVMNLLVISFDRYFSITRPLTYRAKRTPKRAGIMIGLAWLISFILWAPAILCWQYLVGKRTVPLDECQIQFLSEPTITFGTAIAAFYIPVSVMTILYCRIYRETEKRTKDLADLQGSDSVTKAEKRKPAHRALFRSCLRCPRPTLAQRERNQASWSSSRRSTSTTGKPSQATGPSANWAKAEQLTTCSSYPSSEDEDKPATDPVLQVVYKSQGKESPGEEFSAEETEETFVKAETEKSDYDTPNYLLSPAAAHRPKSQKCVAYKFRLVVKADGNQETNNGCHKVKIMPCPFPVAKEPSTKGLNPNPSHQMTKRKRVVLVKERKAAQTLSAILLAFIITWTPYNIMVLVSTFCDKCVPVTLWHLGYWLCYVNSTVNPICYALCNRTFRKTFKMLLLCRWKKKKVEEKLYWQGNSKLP
#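 Assay system: CHO-K1 hM5 cells / Incubation: Fluo-8 loading 80 min at 37 °C plus 30 min room temperature / Technique: Fluo-8 calcium dye fluorescence, kinetic read / Repeats: single replicate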
# CHRM5 antagonist – CHRM5 antagonism in calcium assay. P08912. CHO-hM5 cells, Fluo-8 calcium fluorescence, ACh EC80. inhibition, % at 3 µM. 360,000 compounds, 0.59% hits. AID 624040;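 active = inhibition above a per-plate cutoff, the mean of that plate's test compounds plus 3 SD, cut at about 27% in these data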;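 also: 0% = acetylcholine EC80 with DMSO and 100% = DMSO without agonist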
# CHO-K1 Ca PAM – nonselective activator or artifact in parental CHO-K1 calcium assay; ATP EC20, Fluo-8 calcium fluorescence; 0% at ATP EC20, 100% at ATP max; activation, % at 3 µM; 360,000 compounds, 0.02% hits; AID 602247;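 active = activation above the run cutoff, the mean activation of all test compounds plus 3 SD, cut at about 40% in these data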;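 also: peak over basal fluorescence ratio in a 140 s read after ATP addition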
# CHRM5 agonist – CHRM5 agonism in calcium assay. 360,000 compounds, 0.19% hits. P08912. CHO-K1 hM5 cells, Fluo-8 calcium fluorescence; 0% DMSO wells, 100% maximal acetylcholine response. activation, % at 3 µM;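 active = activation above the run's mean over test compounds plus 3 SD, cut at about 23% in these data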;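 also: signal is peak over basal fluorescence ratio across the kinetic read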
# M4 ag – CHRM4 agonism in calcium assay. CHO-K1 hM4/Gqi5, Fluo-8 calcium fluorescence; vehicle 0%, full acetylcholine response 100%. activation, % at 3 µM. 360,000 compounds, 0.14% hits;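 active = activation above the run mean over all test wells plus 3 SD, cut at about 32% in these data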;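 also: peak over basal fluorescence ratio per well then scaled between controls; 0% = DMSO wells and 100% = acetylcholine at EC100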
# CHRM4 antagonist – CHRM4 antagonism in calcium assay; P08173; inhibition, % at 3 µM; 360,000 compounds, 0.73% hits; AID 624125; CHO-hM4 cells, ACh EC80, Fluo-8 calcium fluorescence;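 active = inhibition above its plate's cutoff, the mean inhibition of sample wells plus 3 SD, cut at about 27% in these data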;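 also: 0% = acetylcholine EC80 with DMSO and 100% = DMSO without agonist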
# CHO-K1 Ca antag – M1 antagonist counterscreen hit in parental CHO-K1 cells; inhibition, % at 3 µM; ATP-induced calcium, Fluo-8 fluorescence; 360,000 compounds, 0.6% hits;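 active = inhibition above a per-plate cutoff, the plate's mean sample inhibition plus 3 SD, cut at about 24% in these data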;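 also: 0% = DMSO plus EC80 ATP and 100% = DMSO alone without ATP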
# CHO-K1 Ca ag – counter-screen for M1 agonists: effect in parental CHO-K1 cells | Fluo-8 calcium fluorescence; scaled to maximal ATP response, vehicle zero | activation, % at 3 µM | 360,000 compounds, 0.48% hits | AID 602248; in the data active = activation above about 15%;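 also: untransfected CHO-K1 host cells lacking M1 receptor as counterscreen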
# * marks the source's active call; other numbers are inactive results; . = not tested or not shown.
molecule	M4 PAM	M5 PAM	CHRM5 antagonist	CHO-K1 Ca PAM	CHRM5 agonist	M4 ag	CHRM4 antagonist	CHO-K1 Ca antag	CHO-K1 Ca ag
COc1ccc(S(=O)(=O)N2CCC(C(=O)c3ccc4c(c3)OCCO4)CC2)cc1	-12.5	-7.7	10.7	17.6	-0.3	2.9	7.9	-15.0	6.3
CCCC(=O)Nc1c(-c2ccccc2OC)c(=O)c2ccccc2n1C	8.5	1.1	3.3	5.9	-2.7	0.9	-5.3	-2.6	0.3
O=S(=O)(c1ccc(OCc2ccc(Br)cc2)cc1)N1CCOCC1	-5.6	2.6	4.6	21.1	-7.5	0.2	13.4	-4.4	1.3
N/C(Cc1ccc([N+](=O)[O-])cc1)=N\OC(=O)c1cccc(Br)c1	2.0	-9.0	-0.4	4.1	-3.5	1.4	-3.2	-3.3	0.2
CCC1NC(=S)NC(C)=C1C(=O)c1ccccc1 (configuration not stated)	-4.6	1.2	4.1	27.8	-1.1	0.4	-6.2	-15.1	1.1
NC1=NN(c2c(Cl)cc(Cl)cc2Cl)C(=O)C1	5.7	6.7	1.5	15.2	2.0	0.5	-10.2	-3.6	0.4
Cc1cc(/C=C2/SC(=O)N(CC(=O)N3CCOCC3)C2=O)c(C)n1-c1ccccc1F	1.3	-0.9	6.5	26.2	-0.3	0.6	7.3	-7.0	0.7
COc1ccc(OC)c(NC(=O)COc2ccc(S(=O)(=O)NC(C)C)cc2)c1	8.0	-5.2	3.0	18.6	0.9	1.7	1.1	-10.3	2.2
CCc1c(C(=O)NC2CCCc3ccccc32)[nH]c(C)c1C(C)=O (configuration not stated)	1.0	-7.7	8.1	4.2	0.2	10.6	-16.7	-11.3	8.2
COCCNC(=O)C(c1ccc(Cl)cc1)N(CCOC)C(=O)CCC(=O)Nc1nccs1 (configuration not stated)	-5.5	2.6	8.2	2.5	-1.2	-0.5	8.5	-4.4	-0.1
O=c1oc2cc(O)ccc2cc1-c1nc2ccccc2o1	-14.4	-20.5	20.1	-8.2	26.9*	40.7*	21.6	12.6	31.2*
COc1ccc(S(=O)(=O)NC(C)C(=O)Nc2ccccc2C(F)(F)F)cc1 (configuration not stated)	6.0	-6.3	3.1	15.9	-4.6	-0.3	1.2	-7.3	0.4
CCC(C)C(NC(=O)c1ccccc1NC(=O)c1ccco1)C(=O)NNC(=O)c1ccc(OC)cc1 (configuration not stated)	8.1	-0.5	-3.3	18.1	0.9	2.9	-4.3	3.0	0.1
CCSc1nnc(N2C(=O)c3ccc(C(=O)c4ccc(C(=O)O)cc4)cc3C2=O)s1	6.3	6.7	8.0	21.0	-1.6	-0.4	3.1	-11.0	0.8
CC(C)C1Cc2[nH][nH]c(=O)c2C(c2ccc(Cl)cc2)O1 (configuration not stated)	5.0	7.4	0.1	18.2	4.1	0.9	-6.1	-20.8	0.5
COc1cccc(/C=C/C(=O)OCC(=O)c2cc(C)n(CC3CCCO3)c2C)c1OC (configuration not stated)	4.1	-2.6	-12.3	13.2	3.6	3.4	-8.7	-7.7	2.8
CCN(CC)CCN(C(=O)Cn1nnc(-c2ccc(OC)c(OC)c2)n1)C(C(=O)NC1CCCC1)c1ccc(F)cc1 (configuration not stated)	16.4	-3.9	-4.9	15.3	0.2	1.7	-4.9	-24.6	0.1
O=C(O)c1cc(S(=O)(=O)Nc2ccccc2C(=O)O)ccc1O	1.1	3.2	-4.6	0.5	-2.5	-0.5	-0.8	4.2	-0.4
O=C(c1ccc(Cl)c([N+](=O)[O-])c1)N(c1ccccn1)c1ccccn1	7.0	19.9*	8.6	-10.9	0.2	0.3	-1.3	15.1	0.0
C/C(=N\Nc1cccc(C(F)(F)F)c1)c1ccc(O)cc1	-1.8	-2.4	6.9	5.1	0.0	0.3	3.1	-4.3	-0.3
COc1ccc(S(=O)(=O)N2CCCC2C(=O)Nc2nnc(-c3cccnc3)s2)cc1 (configuration not stated)	7.6	-1.4	-3.7	16.4	0.6	3.9	-19.4	-18.4	0.9
Cn1c(=O)c2ccccc2n(Cc2ccccc2Cl)c1=O	-0.8	-7.6	14.4	4.4	0.4	1.0	3.1	1.1	2.4
O=[N+]([O-])c1ccccc1Nc1cccc(F)c1	1.0	7.4	-5.8	2.5	5.5	-1.1	-3.9	-0.2	-0.7
CC(=O)c1cccc(N(C(=O)CNC(=O)c2ccco2)C(C(=O)NC2CCCC2)c2ccncc2)c1 (configuration not stated)	14.4	10.6	5.8	11.9	-3.3	2.4	-21.9	-24.1	0.6
CCCC(=O)Nc1ccccc1NC(=O)C1CCCCC1	-8.0	-10.7	18.3	1.6	-3.0	0.7	8.1	5.8	0.1
Cc1nc2ccc([N+](=O)[O-])cc2nc1C	6.9	3.8	8.5	16.8	-4.5	0.7	-12.7	-18.0	1.7
Cc1ccc(-c2cc(N)n[nH]2)cc1	2.4	-3.8	6.0	14.8	0.1	-0.7	7.3	6.2	-0.8
COc1ccc(-c2onc(C)c2-c2cnn(-c3ccccc3)c2)c(O)c1C	-7.4	-7.5	1.7	14.8	-3.2	2.3	1.5	-3.3	1.5
CCOC(=O)[C@@H]1[C@H]2COc3cc(OC)ccc3[C@@H]2N2C(=O)N(c3cccc(C)c3)C(=O)[C@@]12C	4.4	2.5	2.1	2.2	1.8	-0.8	4.6	-5.9	-0.1
Cc1ccc(S[C@@H](CCN2CC[C@H](NC(=O)OCc3ccccc3)CCC2=O)c2ccccc2)cc1	-4.0	-11.2	17.2	-10.4	-5.3	4.0	1.7	-3.9	-1.1

# A portion taken from the entries so far, for reference:
molecule	M4 PAM	M5 PAM	CHRM5 antagonist	CHO-K1 Ca PAM	CHRM5 agonist	M4 ag	CHRM4 antagonist	CHO-K1 Ca antag	CHO-K1 Ca ag
CCOC(=O)[C@@H]1[C@H]2COc3cc(OC)ccc3[C@@H]2N2C(=O)N(c3cccc(C)c3)C(=O)[C@@]12C	4.4	2.5	2.1	2.2	1.8	-0.8	4.6	-5.9	-0.1
Cc1ccc(S[C@@H](CCN2CC[C@H](NC(=O)OCc3ccccc3)CCC2=O)c2ccccc2)cc1	-4.0	-11.2	17.2	-10.4	-5.3	4.0	1.7	-3.9	-1.1

# (more compounds)
molecule	M4 PAM	M5 PAM	CHRM5 antagonist	CHO-K1 Ca PAM	CHRM5 agonist	M4 ag	CHRM4 antagonist	CHO-K1 Ca antag	CHO-K1 Ca ag
Cc1onc(-c2ccc3c(c2)OCO3)c1-c1ccc2[nH]ccc2c1	-0.5	-3.8	5.7	-14.9	-6.5	-0.7	8.3	3.0	-0.9
Nc1ccccc1N=Nc1ccccc1N	-2.0	0.3	14.3	8.6	1.6	3.1	6.5	-12.1	0.3
C=CCn1c(SC(C)C(=O)NCc2ccc3c(c2)OCO3)nc2scc(-c3ccccc3)c2c1=O (configuration not stated)	-1.3	-3.6	4.0	-2.6	-3.8	0.8	-9.0	-11.2	0.9
Cc1cc(=O)[nH]c(SCC(=O)Nc2ccc(C)c(S(=O)(=O)N3CCCCC3)c2)n1	10.2	11.0	0.0	18.6	-0.2	0.2	2.7	-11.4	1.0
CC1(c2ccccc2)NC(=O)N(CC(=O)N2CCN(S(=O)(=O)c3cccc(C(F)(F)F)c3)CC2)C1=O (configuration not stated)	-1.4	5.2	8.4	10.9	1.2	1.5	0.4	-19.1	-0.2
CC(C)c1nnc(SCC(=O)N2CCc3ccccc32)n1C	-3.5	-5.2	-1.7	-5.7	0.3	0.4	4.5	12.2	0.1
COc1cccc(N2C(=O)CC(N3CCN(S(=O)(=O)c4ccccc4)CC3)C2=O)c1 (configuration not stated)	5.6	-1.0	-3.1	24.3	-1.1	.	-8.3	-8.6	0.5
O=C(COc1cccc2c1CCN(Cc1ccccc1)C2=O)N1CCCCC1	-0.4	4.0	-0.4	5.3	7.1	7.1	-5.8	-7.3	3.3
COC(=O)C(CC(C)C)NC(=O)CSc1nc(-c2ccccc2)c(C#N)c(=O)[nH]1 (configuration not stated)	7.2	3.5	-6.3	19.3	1.3	-0.2	-0.7	-3.3	0.6
Nn1c(COc2ccccc2)nc2ccccc2c1=O	-3.6	-7.7	-1.5	9.7	1.3	1.9	-8.3	-2.4	0.0
Cc1c(S(=O)(=O)N2CCCC2)c(=O)n(C)c(=O)n1C	19.5	1.6	3.9	2.0	-5.8	0.2	5.6	1.4	-0.3
c1cncc(CNc2ncnc3sc4c(c23)CCCC4)c1	-0.2	-5.3	7.3	16.2	-0.5	3.5	-2.8	-15.4	2.2
C[C@@H]1CC[C@@]2(O[C@H](CCO)C[C@H](O)[C@H]2O)O1	0.8	-4.9	8.7	18.8	1.8	1.6	-0.1	-9.2	0.0
COc1ccc(CNC(=O)C(OC(=O)c2ccco2)c2ccccc2F)cc1 (configuration not stated)	-5.4	0.4	-4.0	13.5	-2.3	6.4	12.8	-5.4	1.3
COc1cccc(N2C(=O)CN(Cc3ccc(OC)c(OC)c3)C2=S)c1	3.0	-1.1	0.7	-5.9	-3.3	1.9	1.8	0.2	1.2
Cc1nc2c(c(C)nn2-c2ccccc2)c(C)c1C	-0.7	-1.8	4.1	17.5	-2.9	1.2	-4.0	-4.9	5.9
Cc1ccc(NC(=O)CNC(=O)c2ccc(Br)o2)nc1	4.6	-2.7	5.5	8.5	-1.1	-0.3	-10.5	1.8	0.4
Cc1ccc(CNC(=O)CSc2nc(=O)n3cccc(C)c3n2)cc1	4.9	2.9	-5.3	6.1	-4.8	1.3	-13.6	-1.1	0.6
NC(=O)c1ccccc1OCC(=O)c1ccc(Cl)cc1	2.5	3.0	2.8	-10.2	4.0	3.7	-1.9	-19.4	7.7
CCOC(=O)C1CCN(c2nc(C)cc(C)c2C#N)CC1	5.5	2.4	12.8	0.4	-2.7	0.9	0.9	-20.4	0.7
CCOC(=O)C1=C(COC(=O)CSc2ccc(Br)cc2)NC(=O)NC1C (configuration not stated)	1.3	2.7	-4.1	9.1	2.3	6.5	-23.7	-8.5	2.0
CCCn1c(NCc2cccc(OC)c2O)nc2ccccc21	10.1	4.1	0.9	-7.0	-0.7	1.9	-7.7	12.0	0.4
CCNc1nc(NCC)n2c(SCC(=O)Nc3ccc(C)c(C)c3)nnc2n1	7.8	-3.2	12.1	-10.3	2.6	-0.3	2.1	0.2	0.4
CCc1c(C(=O)N/N=C/c2cccs2)nnn1-c1nonc1N	2.6	2.5	1.0	9.3	-0.5	1.8	-12.3	-10.2	0.5
COc1ccc(NC(=O)[C@@H]2CCCN2S(=O)(=O)c2cccc3cccnc23)cc1	5.4	8.2	7.9	11.8	-2.5	1.9	-2.1	-10.2	0.7
Cc1cc(NN)nc(Cc2ccccc2)n1	-4.7	-6.6	-6.0	-11.3	-1.3	-1.7	-11.3	-9.3	-0.4
CCOC(=O)CC(=O)CSCC(=O)Nc1ccc(C)cc1	12.9	6.8	-1.6	5.0	2.9	1.8	-5.7	-16.6	0.3
CCNC(=O)N1CCCC(C(=O)c2ccc(OC)c(OC)c2)C1 (configuration not stated)	1.6	2.5	7.5	7.5	0.0	2.1	-2.3	-13.9	1.2
Cc1cccc(-n2cnc3cc(C(=O)NCC4CCCO4)ccc32)c1 (configuration not stated)	-6.1	-4.5	4.8	8.8	0.2	1.8	2.8	-7.7	0.5
Cc1ccc(NC(=O)CCC(=O)NNC(=O)COc2ccccc2)c(C)c1	-3.0	-3.8	7.3	11.3	-0.5	0.2	6.1	-3.4	1.4
